PhoP GFP inhibition: PhoP regulon inhibitors, Salmonella typhi PhoP promoter GFP reporter, confirmatory (AID 1850). 0.33% of 310,000 active. Salmonella Typhi PhoP-promoter GFP reporter, fluorescence, 4 h; higher % means a stronger effect. one-dose inhibition, % at 50 µM; IC50 in µM for titrated hits; in the data active = a potency from the dose series; inconclusive = inhibition mostly from about 25% at the one dose, without a potency; inactive = the rest, 99 in 100 with inhibition below about 19%;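 note: 0% = induced wells with vehicle and 100% = uninduced wells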
M. tuberculosis: growth inhibition of non-replicating M. tuberculosis (AID 488890) | Mycobacterium tuberculosis non-replicating, growth inhibition; higher % means a stronger effect | one-dose inhibition, % at 25 µM; IC50 in µM for titrated hits | 0.39% of 320,000 active; in the data active = a potency from the dose series; inconclusive = inhibition mostly from about 82% at the one dose, without a potency; inactive = the rest, 99 in 100 with inhibition below about 76%;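 note: plate controls were DMSO cells for no effect and high antibiotic wells for full effect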
H1N1 NS1A inhibition: NS1A inhibition, H1N1 influenza, cell based functional assay (AID 504329); NS1A functional cell-based assay, percent inhibition; higher % means a stronger effect; inhibition, % at 12.5 µM, or IC50 in µM where a hit was titrated; 0.3% of 340,000 active; in the data active = a potency from the dose series; inconclusive = inhibition above about 27% without an active follow-up result; note: strong numbers were not always called active
H37Rv inhibition: M. tuberculosis growth inhibition, HTS (AID 449762) | M. tuberculosis H37Rv growth inhibition, 7H9 media; higher % means a stronger effect | inhibition, % at 25 µM, or IC50 in µM where a hit was titrated | 0.59% of 330,000 active; in the data active = a potency from the dose series; inconclusive = inhibition above about 70% without an active follow-up result;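 note: bacterial growth assessed after seven days of incubation; strong numbers were not always called active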
inhibitors of VEEV: inhibitors of VEEV TC-83 cytopathic effect, confirmation, Vero cells (AID 588727). Vero cells, VEEV TC-83 cytopathic effect inhibition; higher % means a stronger effect. inhibition, % at 20 µM, or IC50 in µM where a hit was titrated. 0.13% of 350,000 active; in the data active = a potency from the dose series; inconclusive = inhibition mostly from about 14% at the one dose, without a potency; inactive = the rest, 99 in 100 with inhibition below about 12%; note: strong numbers were not always called active
inhibitors of VEEV 10K pilot screen: recorded beside inhibitors of VEEV, whose call it bears; inhibition, %; measured here: 10K pilot screen inhibition
The depositor's hits bear a star; i = inactive; ? = inconclusive; / = not tested or not shown.

SMILES	PhoP GFP inhibition	M. tuberculosis	H1N1 NS1A inhibition	H37Rv inhibition	inhibitors of VEEV	others
COc1ccc(CN2C(=O)C(C)S/C2=N/N=C/c2ccco2)cc1 (stereo not drawn)	2%	26%	/	8%	i
NC(=O)C1=CC2C3C=CC2(O)C(=O)OC3O1 (stereo not drawn)	/	/	-20%	/	1.0%
Cc1cc(C)c(S(=O)(=O)N2CCCC2=O)c(C)c1	-1%	5%	-2%	0%	0.6%
O=[N+]([O-])c1ccc(NCCCNS(=O)(=O)c2ccccc2)c(Cl)c1	-2%	15%	0%	1%	4.2%
CC(C(=O)O)N1CCCCC1 (stereo not drawn)	9%	3%	6%	2%	i
CC(C)Cn1c(SCC(=O)N2CCCc3ccccc32)nc2ccccc2c1=O	-7%	17%	/	14%	/
Cc1noc(C)c1COC(=O)CN(C)S(=O)(=O)c1ccc(Cl)cc1	-5%	-7%	-1%	-2%	0.5%
O=C(c1ccc(Cl)c(S(=O)(=O)N2CCOCC2)c1)N1CCCCCC1	-5%	1%	-6%	1%	i
CC1(C)CC(NS(=O)(=O)c2ccc(C(C)(C)C)cc2)CC(C)(C)N1	4%	9%	-11%	-3%	i
CNC(=S)NNC(=O)c1ccc(C(C)(C)C)cc1	1%	-1%	-23%	2%	i
O=C(Nc1ccccc1)C1=C[C@@H](c2coc3ccccc3c2=O)C[C@@H](OCc2ccc(CO)cc2)O1	-6%	34%	4%	9%	7.6%
COc1cccc(C(=O)COC(=O)C(C)N2C(=O)c3ccccc3C2=O)c1 (stereo not drawn)	-6%	32%	-16%	-1%	i
O=c1c2ccccc2nc2n1C(CSCc1ccccc1)CS2 (stereo not drawn)	-13%	8%	-16%	-2%	i
COc1cc(OC)c(OC)cc1CN(C)CCc1ccccn1	8%	-3%	-1%	-3%	i
CCN(C(=O)c1ccco1)C1C2CC3CC(C2)CC1C3 (stereo not drawn)	7%	38%	-5%	-7%	i

In the list so far, 3 contain a carbonyl joined to an NH by a bond outside any ring.
SMILES	PhoP GFP inhibition	M. tuberculosis	H1N1 NS1A inhibition	H37Rv inhibition	inhibitors of VEEV	others
NC(=O)C1=CC2C3C=CC2(O)C(=O)OC3O1 (stereo not drawn)	/	/	-20%	/	1.0%
CNC(=S)NNC(=O)c1ccc(C(C)(C)C)cc1	1%	-1%	-23%	2%	i
O=C(Nc1ccccc1)C1=C[C@@H](c2coc3ccccc3c2=O)C[C@@H](OCc2ccc(CO)cc2)O1	-6%	34%	4%	9%	7.6%

Additional structures follow.
SMILES	PhoP GFP inhibition	M. tuberculosis	H1N1 NS1A inhibition	H37Rv inhibition	inhibitors of VEEV	others
O=C(CSc1nnnn1C1CCCCC1)Nc1cccc(NC(=O)c2ccco2)c1	-3%	30%	10%	1%	8.9%
CC(C)Nc1nnc(SCC(=O)c2c[nH]c3ccccc23)s1	-10%	17%	0%	-1%	0.4%
COc1ccc(/C=N/NC(=S)NCC2CCCO2)cc1 (stereo not drawn)	5%	?	5%	26%	2.4%
O=C(COC(=O)/C=C/c1cccc([N+](=O)[O-])c1)NCc1ccco1	6%	35%	1%	-4%	1.6%
O=C(O)CC/C(=N/NC(=O)CNC(=O)Cc1ccccc1)c1ccccc1	14%	-2%	-40%	-14%	1.0%
COc1ccc(-c2csc3ncn(CC(=O)N4CCOCC4)c(=O)c23)cc1	7%	5%	5%	-3%	i
COc1cccc(-c2cc3nc4c(c(N5CCC6(CC5)OCCO6)n3n2)CCCC4)c1	-7%	23%	-10%	13%	2.4%
Cc1ccc(OCCC(=O)OCC(=O)Nc2ccc(C)cc2Cl)cc1	2%	?	-1%	16%	i
CN1CCN(c2ccc([N+](=O)[O-])cc2/C=N/NC(=O)c2ccc(F)cc2)CC1	/	/	0%	/	8.7%
CCN1C(=O)C(CC(=O)Nc2ccc(F)cc2)N(Cc2ccco2)C1=S (stereo not drawn)	-17%	11%	0%	-1%	1.3%
CCCc1nc(SCC(=O)N2CCCc3ccccc32)c2c(=O)n(C)c(=O)n(C)c2n1	-3%	49%	7%	3%	9.7%
Brc1ccc(NC(c2ccccc2)c2ccncc2)cc1 (stereo not drawn)	-4%	8%	-8%	3%	0.8%
COc1cccc(-c2noc(C3CCCN(C(=O)CC(C)(C)C)C3)n2)c1 (stereo not drawn)	-4%	29%	3%	-1%	2.1%
O=C(O)CCCCCCC1C(=O)NC(=O)N1CCC(O)C1CCCCC1 (stereo not drawn)	-4%	-4%	-2%	-4%	0.6%
CNS(=O)(=O)c1ccc(Oc2ccc(S(=O)(=O)NC)cc2)cc1	6%	-11%	-3%	0%	1.4%

Part of the list above in order of heavy-atom count, descending.
SMILES	PhoP GFP inhibition	M. tuberculosis	H1N1 NS1A inhibition	H37Rv inhibition	inhibitors of VEEV	others
CN1CCN(c2ccc([N+](=O)[O-])cc2/C=N/NC(=O)c2ccc(F)cc2)CC1	/	/	0%	/	8.7%
COc1cccc(-c2noc(C3CCCN(C(=O)CC(C)(C)C)C3)n2)c1 (stereo not drawn)	-4%	29%	3%	-1%	2.1%
Cc1ccc(OCCC(=O)OCC(=O)Nc2ccc(C)cc2Cl)cc1	2%	?	-1%	16%	i
COc1ccc(CN2C(=O)C(C)S/C2=N/N=C/c2ccco2)cc1 (stereo not drawn)	2%	26%	/	8%	i
CNS(=O)(=O)c1ccc(Oc2ccc(S(=O)(=O)NC)cc2)cc1	6%	-11%	-3%	0%	1.4%
NC(=O)C1=CC2C3C=CC2(O)C(=O)OC3O1 (stereo not drawn)	/	/	-20%	/	1.0%
CC(C(=O)O)N1CCCCC1 (stereo not drawn)	9%	3%	6%	2%	i

The list continues.
SMILES	PhoP GFP inhibition	M. tuberculosis	H1N1 NS1A inhibition	H37Rv inhibition	inhibitors of VEEV	others
Cn1c(SCc2c(Cl)cccc2Cl)nnc1-c1cccs1	0%	?	-9%	-10%	i
CC(=O)Nc1ccc(S(=O)(=O)Nc2cccc(-c3csc(C)n3)c2)cc1	9%	32%	-6%	4%	9.8%
N/C(=N\OC(=O)c1cccc(C(F)(F)F)c1)c1cnccn1	-2%	64%	0%	0%	i
CCOc1ccc(Cc2c(C)[nH]c3ccc(C(=O)O)cc3c2=S)cc1	-10%	-2%	2%	2%	0.7%
COc1ccc(/C=N/NC(=O)c2cc(=O)[nH]c3ccccc23)cc1OC	8%	-10%	-17%	0%	1.4%
CCCC(=O)c1ccc2c(c1)OCCO2	1%	8%	3%	6%	1.7%	inhibitors of VEEV 10K pilot screen=0.7
Cc1cc(NC(=O)Cn2nc(C(=O)O)c3ccccc3c2=O)c([N+](=O)[O-])cc1C	8%	-8%	7%	3%	0.8%
O=C1CC(N2CCN(Cc3ccccc3)CC2)C(=O)N1CCc1ccccc1 (stereo not drawn)	4%	i	-10%	2%	i
O=C(COc1ccc(Br)cc1)N(Cc1cccs1)C1CCS(=O)(=O)C1 (stereo not drawn)	7%	6%	-2%	4%	i
C[N+]1([O-])[C@@H]2Cc3cc4c(cc3[C@@H]1Cc1cc3c(cc12)OCO3)OCO4 (stereo partly drawn)	-6%	-7%	-4%	8%	0.3%	inhibitors of VEEV 10K pilot screen=0.9
CSCCNC(=O)c1ccc(OC2CCN(S(=O)(=O)N(C)C)CC2)cc1	-1%	-2%	-11%	0%	0.2%
CC[C@H](C)[C@H](NC(N)=O)C(=O)NCCc1ccc(OC)c(OC)c1	-4%	4%	3%	3%	i
CN(Cc1ccccc1)c1ccc(N2C(=O)CCC2=O)cc1[N+](=O)[O-]	14%	4%	6%	3%	0.3%
COc1ccc(C(OCC(O)CNCCc2ccccc2)c2ccc(OC)cc2)cc1 (stereo not drawn)	-15%	75%	3%	20%	i
COc1ccc(CCNc2ncnc3c2[nH]c2cc(OC)c(OC)cc23)cc1OC	13%	43%	11%	-5%	?
COc1ccccc1-c1csc(-n2ncc(C#N)c2N)n1	-10%	-9%	8%	9%	i
CN(CC(=O)Nc1ccc(Cl)cc1)C(=O)c1cccc(S(=O)(=O)N(C)C)c1	5%	-11%	-8%	0%	0.7%
Cc1cc(-n2c(C)cc(C(=O)COc3ccc(Cl)cc3C(N)=O)c2C)no1	/	7%	-3%	-1%	3.8%
OCCC1CN(Cc2nc3ccccc3s2)CCN1C1CCCC1 (stereo not drawn)	9%	/	-16%	-7%	i
CCN(CC)S(=O)(=O)c1ccc2c(c1)[nH]c(=S)n2CC	-4%	8%	7%	-9%	2.9%
O=C(COC(=O)C1=COCCO1)Nc1ccc2c(c1)OCO2	-3%	-2%	-8%	31%	2.9%
COc1ccc(C(=O)N2CCN(c3ncccn3)CC2)cc1	-3%	1%	10%	-2%	0.4%
O=c1nc(SCc2ccc(Cl)cc2)nc(-c2ccccc2)[nH]1	-4%	44%	3%	5%	0.1%
CC(C)C[C@H](NC(=O)[C@@H]1Cc2c([nH]c3ccccc23)C2c3ccccc3C(=O)N21)C(=O)N1CCC[C@@H]1C(=O)O (stereo partly drawn)	-10%	1%	-10%	-10%	1.0%
CCCCOC(=O)Nc1sc2c(c1C(=O)OC)CCC2	4%	11%	-1%	-5%	0.5%
O=S(=O)(NC1CCCC1)OCC(Cl)(Cl)Cl	-3%	64%	6%	22%	i
CC(/C=N/NC(=O)c1ccccc1F)=C\c1ccccc1	-13%	39%	-9%	-10%	8.6%
CC(=O)Nc1ccccc1-c1nc2cc(C#N)c(C#N)cc2[nH]c1=O	-12%	-8%	-7%	-1%	0.6%
Cc1ccc(C(=O)CSc2nnc(C3CC3)n2C2CC2)s1	/	6%	-6%	-5%	1.5%
CCCCS(=O)(=O)N1CCCC(C(=O)Nc2ccc3c(c2)CCC3)C1 (stereo not drawn)	-8%	17%	-9%	13%	3.3%

Five entries picked at random from the list so far, as already listed:
SMILES	PhoP GFP inhibition	M. tuberculosis	H1N1 NS1A inhibition	H37Rv inhibition	inhibitors of VEEV	others
CCCCS(=O)(=O)N1CCCC(C(=O)Nc2ccc3c(c2)CCC3)C1 (stereo not drawn)	-8%	17%	-9%	13%	3.3%
Cc1ccc(C(=O)CSc2nnc(C3CC3)n2C2CC2)s1	/	6%	-6%	-5%	1.5%
COc1ccccc1-c1csc(-n2ncc(C#N)c2N)n1	-10%	-9%	8%	9%	i
O=c1nc(SCc2ccc(Cl)cc2)nc(-c2ccccc2)[nH]1	-4%	44%	3%	5%	0.1%
CCN(CC)S(=O)(=O)c1ccc2c(c1)[nH]c(=S)n2CC	-4%	8%	7%	-9%	2.9%

Next part.
SMILES	PhoP GFP inhibition	M. tuberculosis	H1N1 NS1A inhibition	H37Rv inhibition	inhibitors of VEEV	others
CCNC(=S)N(CCc1c(C)[nH]c2ccc(C)cc12)Cc1cc(OC)c(OC)c(OC)c1	-13%	/	28%	-15%	7.5%
O=[N+]([O-])c1ccccc1S(=O)(=O)Oc1ccccc1/C=N/n1cnnc1	-2%	37%	-7%	-5%	i
O=C(O)C1CC=CCC1C(=O)N1CCc2ccccc21 (stereo not drawn)	-18%	-12%	7%	-4%	0.3%
Cc1ccc(CN2CCN(Cc3cnc(N(C)C)s3)CC2CCO)o1 (stereo not drawn)	-8%	-9%	-4%	-10%	0.8%
COC(=O)N[C@H](c1ccccc1)[C@@]1(C)C[C@@H]1[C@@H](C)C(=O)Nc1ccc2ccccc2c1	2%	6%	-15%	1%	i

High-throughput results as filed in PubChem BioAssay.
